Screening results: PubChem BioAssay, Johns Hopkins Ion Channel Center
CHT block – human CHT choline transport inhibition; CHT-expressing cells, membrane potential dye, choline response; stronger effect = lower value; B-score at 10 µM; 310,000 tested, 0.86% active;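 active = B-score over 3 SD under the library average, and starting fluorescence ratio not unusually high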;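 also: choline stimulus applied at its EC90 after an EC20 pre-addition; B-score computed on integrated fluorescence ratio after choline addition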
Target sequence (Q9GZV3 whole entry, looked up): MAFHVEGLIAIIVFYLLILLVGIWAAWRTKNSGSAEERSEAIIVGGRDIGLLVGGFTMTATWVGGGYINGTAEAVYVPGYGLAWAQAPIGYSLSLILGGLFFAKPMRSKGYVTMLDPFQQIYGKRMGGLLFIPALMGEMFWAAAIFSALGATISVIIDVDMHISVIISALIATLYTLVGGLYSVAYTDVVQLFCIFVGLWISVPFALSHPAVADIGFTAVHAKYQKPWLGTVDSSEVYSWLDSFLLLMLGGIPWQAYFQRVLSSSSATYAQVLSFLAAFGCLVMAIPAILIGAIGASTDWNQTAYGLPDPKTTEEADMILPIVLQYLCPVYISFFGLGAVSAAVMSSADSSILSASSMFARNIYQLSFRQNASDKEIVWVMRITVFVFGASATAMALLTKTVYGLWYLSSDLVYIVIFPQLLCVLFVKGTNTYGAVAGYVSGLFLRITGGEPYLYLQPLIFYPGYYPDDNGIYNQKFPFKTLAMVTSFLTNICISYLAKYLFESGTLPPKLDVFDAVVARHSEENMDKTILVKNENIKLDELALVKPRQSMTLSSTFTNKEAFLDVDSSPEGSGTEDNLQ
CHT allo act – allosterically activates the human high affinity choline transporter | B-score at 10 µM | AID 488977 | Q9GZV3 | CHT-expressing cells, membrane potential dye, choline EC20; stronger effect = higher value; LV-AA mutant CHT in HEK293 cells | 310,000 tested, 0.49% active;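 active = initial fluorescence not abnormally high and integrated response B-score, plate-corrected, over 3 SD above library mean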
An asterisk follows results filed as active; i = inactive.

The opening 16 records (preview)
SMILES	CHT block	CHT allo act
COc1ccc(O)c(C(=O)c2cnc3c(c2)CN(C)C(=O)N3)c1	i	i
CCOc1ccc(NS(=O)(=O)c2ccc(NS(=O)(=O)c3ccccc3)cc2)cc1	i	i
C(=N\N1CCN(C2c3ccccc3-c3ccccc32)CC1)/c1ccncc1	i	i
CC(C)(C)NC(=O)CSc1nc2cccnc2n1C1CCCCC1	i	i
CCOC(=O)c1cnc2cc(F)c(F)cc2c1N1CCOCC1	i	i
COc1ccc(C(=O)N2CCCC(CCC(=O)NCc3ccc(F)c(F)c3)C2)o1 (stereo not given)	i	i
COc1ccccc1-c1nn(Cc2ccccc2)cc1/C=C/C(=O)O	i	i
COc1ccc(CCN2CC(C(=O)NCCc3ccc(F)cc3)CCC2=O)cc1 (stereo not given)	i	i
O=C(COc1cc(Cl)c(Cl)cc1Cl)Nc1ccncc1	i	i
COc1cccc(NC(=O)CN(C)C(=O)CN2C(=O)NC3(CCCC3)C2=O)c1	i	i
COc1ccc(N2CCN(C(CNC(=O)CC(C)(C)C)c3ccc4c(c3)OCO4)CC2)cc1 (stereo not given)	i	i
COc1cccc(-c2nn(-c3ccc(C)cc3)cc2C(=O)N2CCc3cc(OC)c(OC)cc3C2)c1	i	i
COc1cc(OC)cc(C(=O)OCCCOC(=O)c2cc(OC)cc(OC)c2)c1	i	i
CCOc1ccc(-n2c(SCC(=O)Nc3ccc4c(c3)OCCO4)nc3c(c2=O)SCC3)cc1	i	i
Cc1cccc(-c2noc(CCC(=O)NCCc3ccccc3)n2)c1	i	i
Cc1nc2ccc(S(=O)(=O)NC(C(=O)NCc3ccco3)C(C)C)cc2s1 (stereo not given)	i	i

The list itself, from the first entry:
SMILES	CHT block	CHT allo act
COc1ccc(O)c(C(=O)c2cnc3c(c2)CN(C)C(=O)N3)c1	i	i
CCOc1ccc(NS(=O)(=O)c2ccc(NS(=O)(=O)c3ccccc3)cc2)cc1	i	i
C(=N\N1CCN(C2c3ccccc3-c3ccccc32)CC1)/c1ccncc1	i	i
CC(C)(C)NC(=O)CSc1nc2cccnc2n1C1CCCCC1	i	i
CCOC(=O)c1cnc2cc(F)c(F)cc2c1N1CCOCC1	i	i
COc1ccc(C(=O)N2CCCC(CCC(=O)NCc3ccc(F)c(F)c3)C2)o1 (stereo not given)	i	i
COc1ccccc1-c1nn(Cc2ccccc2)cc1/C=C/C(=O)O	i	i
COc1ccc(CCN2CC(C(=O)NCCc3ccc(F)cc3)CCC2=O)cc1 (stereo not given)	i	i
O=C(COc1cc(Cl)c(Cl)cc1Cl)Nc1ccncc1	i	i
COc1cccc(NC(=O)CN(C)C(=O)CN2C(=O)NC3(CCCC3)C2=O)c1	i	i
COc1ccc(N2CCN(C(CNC(=O)CC(C)(C)C)c3ccc4c(c3)OCO4)CC2)cc1 (stereo not given)	i	i
COc1cccc(-c2nn(-c3ccc(C)cc3)cc2C(=O)N2CCc3cc(OC)c(OC)cc3C2)c1	i	i
COc1cc(OC)cc(C(=O)OCCCOC(=O)c2cc(OC)cc(OC)c2)c1	i	i
CCOc1ccc(-n2c(SCC(=O)Nc3ccc4c(c3)OCCO4)nc3c(c2=O)SCC3)cc1	i	i
Cc1cccc(-c2noc(CCC(=O)NCCc3ccccc3)n2)c1	i	i
Cc1nc2ccc(S(=O)(=O)NC(C(=O)NCc3ccco3)C(C)C)cc2s1 (stereo not given)	i	i
Cc1ccc(N2C(=O)C3C4C=CC(CNC(=S)Nc5cccc(Cl)c5)(O4)C3C2=O)cc1 (stereo not given)	i	i
CCCCN(Cc1cc2ccccc2[nH]c1=O)C(=O)c1ccccn1	i	i
COc1ccc(C)cc1NC(=O)C1CCN(S(=O)(=O)c2ccc3c(c2)C(C)(C)C(=O)N3C)CC1	i	i
Cc1ccc(NC(=O)COC(=O)c2cc(Cl)ccc2[N+](=O)[O-])cc1	i	i
CCC(=O)Nc1ccc2nc(C)n(Cc3ccccc3Cl)c(=O)c2c1	i	i
Cc1cc(/C=C(\C#N)C(=O)NCc2ccco2)c(C)n1-c1ccc(C(=O)O)cc1	i	i
CCOc1ccc(NC(=O)COc2ccc(OC)cc2)cc1	i	i
S=C(Nc1ccc(Nc2ccccc2)cc1)NN1CCOCC1	i	i
COc1ccccc1CNC(=O)CCCn1c(=O)c2ccccc2n(CC(=O)NC2CCCC2)c1=O	i	i

Additional records.
SMILES	CHT block	CHT allo act
CCCn1c(C(C)Nc2nc(-c3ccc(Cl)c([N+](=O)[O-])c3)cs2)nc2ccccc21 (stereo not given)	i	i
CSCCC(NS(=O)(=O)c1cccs1)C(=O)NCc1ccc(C)cc1 (stereo not given)	i	i
COc1ccc2cnnc(SCC(=O)Nc3ccccc3)c2c1OC	i	i
CCOc1ccc(-c2cn3ccccc3n2)cc1[N+](=O)[O-]	i	i
COc1ccccc1OCCSc1nnc(CNC(=O)c2ccco2)n1C	i	i
O=C(NC1(C(F)(F)F)N=C2SCCN2C1=O)c1ccccc1 (stereo not given)	i	i
CCOC(=O)c1c(-c2cccs2)csc1NC(=O)c1ccncc1	i	i
C=CCNC(=S)NNC(=O)c1ccc(OCC(C)C)cc1	i	i
CCOc1ccc(CNC(=S)N/N=C/c2ccc(OC)c(OC)c2)cc1	i	i
Cc1ccccc1-c1noc(C23CC4CC(CC(C4)C2)C3)n1	i	i
CCCc1cc(O)c2c(C)cc(=O)oc2c1	-7.6*	i
N#Cc1cccc(NC(=O)CSc2n[nH]c(=O)[nH]c2=O)c1	i	i
COC(=O)c1cc(S(=O)(=O)NCC2CCN(Cc3cccc(F)c3)CC2)c[nH]1	i	i
CCOCC(=O)Nc1ncc(S(=O)(=O)c2ccc([N+](=O)[O-])cc2)s1	i	i
CCCCOC(=O)c1cccc(NC(=O)CC)c1	i	i
CSc1ncccc1C(=O)OCC(=O)Nc1ccc(S(=O)(=O)N2CCCC2)cc1	i	i
c1ccc(OCCCc2nc(-c3cccnc3)no2)cc1	i	i
COc1cccc(/C=C2\N=C3CCCCCN3C2=O)c1	i	i
Cc1cccc(-n2c(Cc3cc(=O)[nH]c(=O)[nH]3)nnc2SCC(=O)Nc2cccc(C(F)(F)F)c2)c1	i	i
Cc1cccnc1NC(=O)c1csnn1	i	i
O=C(CN1CCCCCC1)Nc1ccc(S(=O)(=O)N2CCCCC2)cc1	i	i
COc1cc(SC)ccc1C(=O)Nc1cccc(C2OCCCO2)c1	i	i
CC(=O)OCCCN1C(=O)c2cccc3cc(Br)cc(c23)C1=O	i	i
Cc1cc(C)n(-c2ccn(Cc3ccc(Cl)cc3Cl)c(=O)n2)n1	i	i
CC(C)C(=O)Nc1cccc(-c2nc3ccccc3c(=O)o2)c1	i	i

(listing goes on)
SMILES	CHT block	CHT allo act
O=C(c1ccc(O)cc1)c1ccc(C(=O)O)c(C(=O)O)c1	i	i
CC(C)CNS(=O)(=O)c1ccc(CCC(=O)N2CCN(Cc3ccc4c(c3)OCO4)CC2)cc1	-5.6*	i
CC1CCCC(NC(=O)CNC(=S)N(Cc2ccccc2)Cc2cccs2)C1C (stereo not given)	i	i
CCC(C(=O)NCCCc1ccccc1)n1nc(C)c2c(C)n(-c3ccccc3)nc2c1=O (stereo not given)	i	i
CCOc1ccc(-n2c(=S)sc3c(=O)[nH]c(SCC(=O)NC(C)CC)nc32)cc1 (stereo not given)	i	i
C/C(=N\N1CCN(c2ccc(Cl)cc2)CC1)c1cccs1	i	i
CCOc1ccc(NC(=O)CCN2C(=S)NC(C)(C)CC2C)cc1 (stereo not given)	i	i
CCOc1ncccc1C(=O)OCC(=O)Nc1cc(S(=O)(=O)N2CCOCC2)ccc1Cl	i	i
O=C(Nc1ccc2c(c1)OCO2)c1cc(-c2ccncc2)nc2ccccc12	i	i
CC1(C)CC(=O)C=C(NCc2ccc(Cl)c(Cl)c2)C1	i	i
CN(C)CCN1C(=O)C2C3C=CC(C3)C2C1=O (stereo not given)	i	i
CCOc1ccc(/C=N/NC(=O)c2cc3c(OC)cc(OC)cc3[nH]2)cc1OC	i	i
COc1ccc(F)cc1S(=O)(=O)NC1CCCCCC1	i	i
COc1ccccc1CCC(=O)OCC(=O)NC1CC1	i	i
CC(=O)c1c(C)[nH]c(C(=O)OCC(=O)Nc2cc(S(=O)(=O)N3CCCC3)ccc2Cl)c1C	i	i
COc1ccc(S(=O)(=O)N2CCOC2CNC(=O)C(=O)NCc2ccncc2)cc1 (stereo not given)	i	i
CCOC(=O)c1nnn2c1nc(Nc1cccc(C(F)(F)F)c1)c1ccccc12	i	i
CCOC(=O)COc1ccc(S(=O)(=O)N2CCN(c3ccccc3)CC2)cc1	i	i
CCOC(=O)c1cn2nc(N3CCCCC3)ccc2n1	i	i
COC(=O)CCC(=O)OC1(C)C(=O)C=C2C=C(C3CC3)N(Cc3ccc(OC)cc3)C=C2C1=O (stereo not given)	i	i
C=CCN(C(=O)CSc1nc2ccsc2c(=O)n1Cc1ccccn1)c1ccccc1	i	i
Cc1ccc2[nH]c(=O)c3cc(C(=O)N(C)Cc4ccco4)sc3c2c1	i	i
Cc1ccc(-c2cc(C(=O)Nc3nccs3)c3ccccc3n2)c(C)c1	i	i
O=C1CCCC(O)=C1C=NCCc1ccccc1	i	i
Nc1ncn(-c2ncc(C(F)(F)F)cc2Cl)n1	i	i

Next entries:
SMILES	CHT block	CHT allo act
CC(=O)c1cccc(-n2c(CCC(=O)O)ccc2-c2ccccc2)c1	i	i
O=C(NC(Nc1ccc(F)cc1)(C(F)(F)F)C(F)(F)F)c1cccnc1	i	i
O=C(Cn1c(NCCO)nc2ccccc21)NCCc1ccccc1	i	i
O=C(Nc1ccc(Cl)cc1)Nc1nnc(CSc2ccc(Cl)cc2)s1	i	i
O=C(Nc1c(-c2ccccc2)nc2sccn12)c1ccccc1	i	i
CCC(C)c1ccc(OCCCCN2CCOCC2)cc1 (stereo not given)	i	i
CCC(=O)N(CCc1ccccc1C)Cc1cc2cc3c(cc2[nH]c1=O)OCO3	i	i
CC(C)n1cc(/C=N/NC(=O)COc2cccc3cccnc23)c2ccccc21	i	i
CCCN(CCC)CCCNC(=O)CNC(=O)c1nn(-c2ccc(OC)cc2)c(=O)c2ccccc12	i	i
CC(NS(=O)(=O)c1ccccc1)C(=O)Nc1ccc(S(N)(=O)=O)cc1 (stereo not given)	i	i
O=C(/C=C/Sc1ncn[nH]1)c1ccc(Cl)cc1	i	i
CCOc1ccccc1CN1CCNC(=O)C1CC(=O)N(C)CCC1CCOCC1 (stereo not given)	i	i
COC(=O)c1ccc(=O)n(Cc2ccc3c(c2)OCO3)c1	i	i
CC1CN(CC(O)COCc2ccc3c(c2)OCO3)CC(C)O1 (stereo not given)	i	i
O=C(NC(=S)N1CCN(C/C=C/c2ccccc2)CC1)c1ccco1	i	i
CS(=O)(=O)N1CCN(C2CCN(Cc3ccccc3)CC2)CC1	i	i
CC(C)c1ccc2c(c1)C(c1cccs1)=NNC(c1ccncc1)=N2	i	i
CSc1nsc(SC)c1C(=O)NC(=O)Nc1cccnc1	i	i
COc1ccc2c3c(cccc13)C(=O)CC2	i	i
O=C(Nc1nc2nc(-c3ccccc3)cc(=O)n2[nH]1)c1ccccc1	i	i
Cc1ccc(CNC(=O)C2CC(c3ccccc3C(F)(F)F)=NO2)o1 (stereo not given)	i	i
CCOc1ccccc1Nc1nc(-c2sc(NC(=O)c3ccccc3)nc2C)cs1	i	i
Cc1ccc(S(=O)(=O)CCc2nnc(NC(=O)C3CCCO3)s2)cc1 (stereo not given)	i	i
O=C(c1cccc(-n2cnnn2)c1)N1CC=C(c2ccccc2)CC1	i	i
COc1cc(S(=O)(=O)N2CCN(Cc3ccccc3)CC2)ccc1Br	i	i

(further entries)
SMILES	CHT block	CHT allo act
Cc1c(C(=O)OCC(=O)N2CCCC(C)C2)oc2ccccc12 (stereo not given)	i	i
CCOC(=O)C1(CCOc2ccccc2)CCN(Cc2cccc(OCCO)c2)CC1	i	i
COc1ccc(CCNC(=O)CCNC(=O)c2ccco2)cc1OC	i	i
Cc1ccc(F)cc1NC(=O)CCNC(=O)c1ccc([N+](=O)[O-])cc1	i	i
CCCOc1cccc(C(=O)N(Cc2cccs2)C2CCS(=O)(=O)C2)c1 (stereo not given)	i	i
COc1cc(S(=O)(=O)N2CCC(c3nc4ccccc4s3)CC2)ccc1S(=O)(=O)N1CC(C)CC(C)C1 (stereo not given)	i	i
Cc1ccc2cc(CN(Cc3ccc4c(c3)OCO4)Cc3nnnn3Cc3ccco3)c(=O)[nH]c2c1C	i	i
O=C(COC(=O)c1nc(Cl)ccc1Cl)c1ccc[nH]1	i	i
Cc1nonc1NC(=O)CSc1nnc(N)s1	i	i
O=C(COC(=O)/C=C/c1ccc(C(F)(F)F)cc1)NCc1ccco1	i	i
CSc1cccc(NC(=O)c2ccccc2N(C)S(C)(=O)=O)c1	i	i
CCN(CC)c1ccc(/C=N/n2c(=S)[nH]nc(C)c2=O)cc1	i	i
O=C(NCCc1ccc2c(c1)OCCO2)c1ccccc1F	i	i
CCCCC(c1nnnn1CS(=O)(=O)c1ccc(C)cc1)N1CCN(c2ccccc2)CC1 (stereo not given)	i	i
CC(C)c1nc(SCC(=O)NC2CCCC2)c2ccccc2n1	i	i
O=C(Nc1cc(S(=O)(=O)Nc2ccccc2Cl)ccc1O)c1sc2cc(Cl)ccc2c1Cl	i	i
Cc1ccc(C)n1-n1c(C)nc2scc(-c3cccs3)c2c1=O	i	i
Cc1ccc2oc(=O)n(CCCOc3ccccc3C)c2c1	i	i
CC(C)OC(=O)CC(=O)CSc1nc2c(cc1C#N)CCCC2	i	i
CC(C)(ONC(=O)Nc1ccccc1Cl)C(=O)O	i	i
CN=C(Nc1ccc(C(=O)OC)s1)c1ccc(Cl)cc1	i	i
O=C(Nc1c2c(nn1-c1ccccc1)CS(=O)(=O)C2)c1ccco1	i	i
CCCn1c(SCC(=O)Nc2cc(Cl)ccc2Cl)n[nH]c1=O	i	i
N#CC1=C(Nc2ccc(Br)cc2)CCC1	i	i
Cc1nn(Cc2cccc(C(=O)Nc3ccn(Cc4c(F)c(F)cc(F)c4F)n3)c2)c(C)c1[N+](=O)[O-]	i	i
O=S(=O)(Nc1cc(F)ccc1F)c1cccc2nonc12	i	i
Cc1ccc(-c2csc3ncn(CC#N)c(=O)c23)cc1C	i	i
CC(=O)Nc1cccc(C(=O)N(Cc2ccccc2)Cc2ccccc2)c1	i	i
